Assay outcomes: PubChem BioAssay, several laboratories
MT1-MMP act inh: blocks activation of human MT1-MMP | P50281 | HT1080 RFP-PRO-GFP cells, GFP/RFP ratio fluorescence, overnight; percent of plate control window, DMSO zero | GFP/RFP ratio change, % at 20 µM | 0.061% of 360,000 active | AID 651647;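 active = GFP/RFP ratio change of at least 30% with cell ATP level not reduced by more than half and red fluorescence within 50% of control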; also: strong numbers were not always called active
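Assay system: HT1080 RFP-PRO-GFP cells | Dosing: 20 µM single dose, 1% DMSO | Incubation: Cells overnight before dosing, compound overnight, 37 °C, 5% CO2 | Evaluation: GFP/RFP fluorescence ratio | Control set: DMSO-only wells and HT1080 RFP-L50D-GFP cell wells as references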
MsrA inhibitor: inhibitors of bovine MsrA | purified bovine MsrA, absorbance read-out | inhibition, % at 15.5 µM | 0.75% of 360,000 active | AID 651718; in the data active = inhibition above about 4.5%;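 also: 0% = vehicle wells with enzyme and 100% = reference inhibitor wells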
MsrA act: bovine methionine sulfoxide reductase A activation; activation, % at 10.6 µM; 0.3% of 360,000 active; purified bovine MsrA, absorbance read-out; in the data active = activation above about 7.5%;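 also: 0% = vehicle and 100% = reference activator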
CSN inh: inhibitors of human CSN-mediated cullin deneddylation | Q92905 | inhibition, % at 12.5 µM | Purified CSN, SCF-Nedd8-OG deneddylation, fluorescence polarization | 0.38% of 360,000 active;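 active = pattern-corrected inhibition above about 35%, with an unprinted fluorescence ratio check between 0.5 and 1.5, limit read from the data, passing the limit was not always enough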;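 also: 0% = enzyme with substrate and 100% = substrate without enzyme; some results filed as inactive read as strong as hits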
Target sequence (Q92905 whole entry, looked up, one chain of several): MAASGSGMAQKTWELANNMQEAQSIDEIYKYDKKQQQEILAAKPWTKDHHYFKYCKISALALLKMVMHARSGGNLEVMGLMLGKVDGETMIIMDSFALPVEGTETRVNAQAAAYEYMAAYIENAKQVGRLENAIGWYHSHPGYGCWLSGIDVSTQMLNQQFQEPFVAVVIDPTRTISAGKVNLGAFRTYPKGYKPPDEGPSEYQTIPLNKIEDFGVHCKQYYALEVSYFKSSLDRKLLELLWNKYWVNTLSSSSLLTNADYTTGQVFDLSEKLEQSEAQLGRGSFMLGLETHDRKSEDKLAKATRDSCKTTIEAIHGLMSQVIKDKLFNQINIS
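Assay system: purified human Csn5 enzyme expressed in HEK293T cells; Input: 0.24 nM Csn5 enzyme, final concentration; Reagent: 10 nM SCFSkp2-Nedd8OG; Compound dosing: 12.5 µM single point; Times: reaction 90 min, room temperature; Technique: fluorescence polarization readout.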
PABP1 MLLE inh: inhibitors of microRNA-mediated deadenylation, human PABP1 MLLE binding; 0.36% of 360,000 active; GST-MLLE / FITC-PAM2 fluorescence polarization; P11940; inhibition, % at 20 µM; in the data active = inhibition above about 35%, passing the limit was not always enough;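 also: plate controls were DMSO wells with GST-MLLE for no effect and wells lacking GST-MLLE protein for full effect; some results filed as inactive read as strong as hits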
Target sequence (P11940 whole entry, looked up): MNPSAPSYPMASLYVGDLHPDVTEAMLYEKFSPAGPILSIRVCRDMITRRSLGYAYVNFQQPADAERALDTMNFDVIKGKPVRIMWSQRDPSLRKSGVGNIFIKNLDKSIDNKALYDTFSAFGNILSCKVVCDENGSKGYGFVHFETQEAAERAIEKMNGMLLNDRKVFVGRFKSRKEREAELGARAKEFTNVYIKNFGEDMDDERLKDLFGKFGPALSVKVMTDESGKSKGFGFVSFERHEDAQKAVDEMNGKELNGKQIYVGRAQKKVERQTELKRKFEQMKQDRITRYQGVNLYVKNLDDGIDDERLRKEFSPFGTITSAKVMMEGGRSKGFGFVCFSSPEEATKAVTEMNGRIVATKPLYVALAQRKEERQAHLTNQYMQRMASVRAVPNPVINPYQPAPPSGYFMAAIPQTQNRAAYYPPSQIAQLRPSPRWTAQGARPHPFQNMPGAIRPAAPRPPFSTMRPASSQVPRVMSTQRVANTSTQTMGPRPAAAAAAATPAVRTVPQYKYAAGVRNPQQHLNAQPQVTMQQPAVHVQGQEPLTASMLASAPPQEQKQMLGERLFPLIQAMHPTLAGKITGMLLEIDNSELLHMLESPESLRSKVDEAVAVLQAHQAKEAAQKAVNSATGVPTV
Rpn11 inh: inhibitors of human proteasome Rpn11; O00487; human 26S proteasome, Ub4-pepOG fluorescence polarization; 20S core pre-blocked with epoxomicin; calls only at 20 µM; 0.59% of 360,000 active; AID 588493;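 active = inhibition at 20 µM, scaled to each plate's controls, above about 33%, limit read from the data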
FAS-TE inh: inhibitors of human fatty acid synthase thioesterase domain | inhibition, % at 15 µM | 0.67% of 360,000 active | recombinant FAS-TE, OMFH fluorogenic substrate, fluorescence endpoint | P49327;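 active = compounds whose normalised, plate-corrected inhibition of enzyme fluorescence in the single-dose primary screen is 50% or more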;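 also: 0% = DMSO with enzyme and 100% = substrate without enzyme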
Rin1 Abl inh: blocks binding of human Rin1 to Abl | P00519+Q13671 | TR-FRET Rin1/Abl binding, biochemical | inhibition, % at 7.35 µM | 0.4% of 360,000 active; in the data active = inhibition above about 5%, passing the limit was not always enough
E coli Lon inh: E. coli protease La inhibition | purified E. coli Lon protease, fluorescence polarization | inhibition, % at 7.94 µM | 0.42% of 360,000 active; in the data active = inhibition above about 13%, passing the limit was not always enough;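 also: 0% = enzyme with probe and DMSO and 100% = no enzyme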
The depositor's hits bear a star; i = inactive. Compounds were not picked by outcome; about 3.7% have a hit in one of these screens.

SMILES | FAS-TE inh | Rpn11 inh | CSN inh | MT1-MMP act inh | E coli Lon inh | MsrA inhibitor | PABP1 MLLE inh | Rin1 Abl inh | MsrA act
CSCCC(NC(=O)c1ccccc1)C(=O)NNC(=O)c1csc(N2CCOCC2)n1 (configuration not stated) | -3 | i | 2 | 2 | -3 | -0.1 | 0 | -4 | -3
O=C(Nc1ccccc1N1CCOCC1)c1cc(Br)c(Br)s1 | 2 | i | -1 | 0 | -2 | 0.9 | 18 | -2 | -6
COc1ccc(NC(=O)c2cn(C)c(=O)c3cc(OC)c(OC)cc23)cc1OC | -1 | i | 6 | 6 | 1 | -0.1 | -4 | 3 | -2
CCc1ccc(NC(=O)COC(=O)c2ccc(Cl)c(S(=O)(=O)N3CCCCCC3)c2)cc1 | 27 | i | -2 | 1 | -15 | 0.8 | -14 | 2 | -6
COCCn1nnnc1C(c1cc(OC)ccc1OC)N1CCc2ccccc2C1 (configuration not stated) | 4 | i | 0 | -8 | -1 | -1.5 | -6 | -3 | -5
Cc1ccc(NC(=S)Nc2ccccn2)c(C)c1 | 12 | i | 3 | 3 | 3 | -0.2 | 25 | -2 | -3
Cc1nn(-c2ccccc2)c(Cl)c1/C=N/Nc1nc2ccccc2n1C | 9 | i | 2 | 7 | 1 | 3.6 | -40 | -7 | -1
O=C(C1CCCN1S(=O)(=O)c1cccc2cccnc12)N1CCc2ccccc2C1 (configuration not stated) | 4 | i | 0 | -5 | 1 | 1.0 | 6 | 1 | 1
Cc1ccc(-n2nc3c(=O)n(C(C)C(=O)NCc4ccccc4Cl)nc(C)c3c2C)cc1 (configuration not stated) | 3 | i | 8 | 1 | -1 | 0.5 | -11 | -2 | 3
O=C(CSc1nnc(-c2ccc(F)cc2)c2ccccc12)Nc1cccc(Cl)c1 | 21 | i | 2 | 0 | 5 | 2.5 | -13 | -1 | -7
COc1cccc(NC(=S)N/N=C2/CCCCc3ccccc32)c1 | 16 | i | 2 | 5 | 1 | -0.5 | 45* | 2 | -6
CC(=O)c1cccc(NC(=O)CSc2nc(=O)n(CCN3CCOCC3)c3c2CCC3)c1 | -1 | i | 1 | 5 | -9 | 0.7 | 12 | -2 | 0
CCOc1cc(/C=N/NC(=O)c2ccccn2)ccc1OC(=O)c1ccc(F)cc1 | 16 | i | -2 | 3 | -5 | -0.3 | -8 | 0 | -3
CC(=O)Nc1ccc2nc(NC(=O)CCc3ccccc3)sc2c1 | 0 | i | -1 | 4 | -4 | 0.0 | -2 | 0 | -4
O=C(NCCCN1CCN(CCCNC(=O)c2cccc([N+](=O)[O-])c2)CC1)c1cccc([N+](=O)[O-])c1 | -5 | i | 2 | 4 | -12 | 1.7 | 9 | 0 | -2
CCn1cc(C(=O)O)c(=O)c2cc(F)c(N3CCN(C(=S)NC(=O)c4cc(OC)cc(OC)c4)CC3)cc21 | 0 | i | -2 | -1 | 2 | -0.1 | -50 | -1 | -4

3 entries from above, sorted by molecular weight, smallest number first:
SMILES | FAS-TE inh | Rpn11 inh | CSN inh | MT1-MMP act inh | E coli Lon inh | MsrA inhibitor | PABP1 MLLE inh | Rin1 Abl inh | MsrA act
CCOc1cc(/C=N/NC(=O)c2ccccn2)ccc1OC(=O)c1ccc(F)cc1 | 16 | i | -2 | 3 | -5 | -0.3 | -8 | 0 | -3
Cc1ccc(-n2nc3c(=O)n(C(C)C(=O)NCc4ccccc4Cl)nc(C)c3c2C)cc1 (configuration not stated) | 3 | i | 8 | 1 | -1 | 0.5 | -11 | -2 | 3
CC(=O)c1cccc(NC(=O)CSc2nc(=O)n(CCN3CCOCC3)c3c2CCC3)c1 | -1 | i | 1 | 5 | -9 | 0.7 | 12 | -2 | 0

Remaining list, next part.
SMILES | FAS-TE inh | Rpn11 inh | CSN inh | MT1-MMP act inh | E coli Lon inh | MsrA inhibitor | PABP1 MLLE inh | Rin1 Abl inh | MsrA act
COc1ccc(C(=O)NCCOc2ccccc2Cl)c(OC)c1OC | 2 | i | -1 | -1 | -1 | 0.6 | 7 | -3 | -2
CCOc1ccccc1N1CCN(C(=O)c2ccccc2SCC(=O)N2CCCC2)CC1 | -4 | i | 1 | -3 | 18 | 0.8 | 22 | 1 | -4
Cc1nn(-c2c(Cl)cc(Cl)cc2Cl)c(=O)c2ccccc12 | 5 | i | 0 | -1 | 6 | 2.8 | 13 | -2 | -3
CCOc1ccc(-c2ccc(SCC(=O)NCC3CCCO3)nn2)cc1 (configuration not stated) | -4 | i | 1 | 0 | -5 | 0.3 | 3 | 0 | -7
COc1ccc(C2(O)CCN(CC(=O)Nc3nc(-c4ccccc4)cs3)CC2)cc1 | 29 | i | -6 | 2 | 3 | 1.1 | -1 | -5 | -6
Nc1ncc(Br)cc1S(=O)(=O)NCCC(=O)NC1CCCCC1 | -2 | i | -1 | -4 | -4 | -0.3 | 0 | -5 | 0
COc1ccc(CNC(=O)CN(Cc2ccco2)C(=O)CCC(=O)Nc2ccccn2)cc1 | -3 | i | -1 | 0 | -3 | 1.4 | 1 | 2 | -1
C[C@@H]1CN([C@H](C)CO)C(=O)CCCn2nncc2CO[C@@H]1CN(C)S(=O)(=O)c1cn(C)cn1 | -10 | i | -3 | 3 | 1 | -1.8 | -7 | 2 | 0

Part of the list above in a different format:
COc1ccc(C(=O)NCCOc2ccccc2Cl)c(OC)c1OC
  FAS-TE inh: 2 | Rpn11 inh: i | CSN inh: -1 | MT1-MMP act inh: -1 | E coli Lon inh: -1 | MsrA inhibitor: 0.6 | PABP1 MLLE inh: 7 | Rin1 Abl inh: -3 | MsrA act: -2
CCOc1ccccc1N1CCN(C(=O)c2ccccc2SCC(=O)N2CCCC2)CC1
  FAS-TE inh: -4 | Rpn11 inh: i | CSN inh: 1 | MT1-MMP act inh: -3 | E coli Lon inh: 18 | MsrA inhibitor: 0.8 | PABP1 MLLE inh: 22 | Rin1 Abl inh: 1 | MsrA act: -4
Cc1nn(-c2c(Cl)cc(Cl)cc2Cl)c(=O)c2ccccc12
  FAS-TE inh: 5 | Rpn11 inh: i | CSN inh: 0 | MT1-MMP act inh: -1 | E coli Lon inh: 6 | MsrA inhibitor: 2.8 | PABP1 MLLE inh: 13 | Rin1 Abl inh: -2 | MsrA act: -3
CCOc1ccc(-c2ccc(SCC(=O)NCC3CCCO3)nn2)cc1 (configuration not stated)
  FAS-TE inh: -4 | Rpn11 inh: i | CSN inh: 1 | MT1-MMP act inh: 0 | E coli Lon inh: -5 | MsrA inhibitor: 0.3 | PABP1 MLLE inh: 3 | Rin1 Abl inh: 0 | MsrA act: -7

Following part:
SMILES | FAS-TE inh | Rpn11 inh | CSN inh | MT1-MMP act inh | E coli Lon inh | MsrA inhibitor | PABP1 MLLE inh | Rin1 Abl inh | MsrA act
NC1=NC(=O)/C(=C\c2cccs2)S1 | -14 | i | 0 | -4 | 4 | 3.9 | 8 | -2 | -18
COC1=C(NCc2ccc3c(c2)OCO3)C(=O)C(OC)=C(NCc2ccc3c(c2)OCO3)C1=O | -10 | i | 1 | 1 | -15 | -0.5 | -2 | -3 | 1
CC1=Nc2cc(C(=O)N3CCCC3)ccc2Sc2c(C)ccc(C)c21 | -3 | i | 2 | -4 | -11 | -0.1 | -2 | -1 | 1
COc1ccc(NC(=S)N(CCN2CCOCC2)Cc2ccccc2F)cc1 | 1 | i | -4 | 4 | 2 | 0.6 | -63 | -3 | -7
COc1ccc(NC(=S)Nc2ccc3cn[nH]c3c2)cc1 | -26 | i | -1 | 3 | 0 | 1.4 | 11 | -6 | -5
O=C(COc1ccc(-c2nnco2)cc1)NCc1ccccc1Cl | -10 | i | 3 | -2 | -8 | -0.5 | 1 | 1 | -3
COc1ccc(Cc2nc3ccc(C(=O)N(C)CCO)cc3o2)cc1 | -4 | i | 4 | 1 | -9 | -1.2 | 8 | 2 | -2
O=[N+]([O-])c1cccc(-c2noc(-c3cccs3)n2)c1 | 5 | i | 4 | 3 | 9 | -0.3 | 9 | 0 | -2
O=S(=O)(/N=C(/Nc1ccccn1)c1ccccc1)c1ccc(Cl)cc1 | 1 | i | -2 | -4 | 3 | -0.3 | -12 | 3 | -3
COc1cccc(NC(=O)Cn2cc3c(n2)CCCCC3)c1 | 0 | i | -3 | 0 | -12 | -0.3 | -1 | -2 | 1
COc1ccc(CNC(=O)NC(C)(C)c2cccc(C(C)(C)NC(=O)NCc3ccc(OC)cc3)c2)cc1 | -22 | i | -8 | 2 | 9 | 1.2 | 0 | 1 | 1
CC(=O)c1ccc(NC(=O)N2CCN(c3cccc(Cl)c3)CC2)cc1 | 12 | i | -5 | 2 | -2 | 0.6 | -8 | 3 | 0
c1ccc(-n2c(SCc3nc(-c4cccs4)no3)nnc2-c2ccco2)cc1 | 7 | i | 0 | -7 | 17 | -1.2 | 13 | -2 | 0
CCCCNS(=O)(=O)c1ccc2c(c1)oc(=O)n2CC(=O)OCC | -8 | i | 0 | -1 | -7 | -1.0 | -6 | 2 | -1
C[C@@H]1CN=C2N(CCNC(=O)CCC3CCCCC3)[C@H](Cc3ccc(O)cc3)CN21 | -10 | i | 0 | -1 | -12 | 1.1 | -2 | -1 | -3
CCC(C)NC(=O)C1CCN(S(=O)(=O)c2cccs2)CC1 (configuration not stated) | -2 | i | -2 | -3 | -3 | -0.4 | 3 | -1 | 0
O=C(Cn1cnc2scc(-c3cccc([N+](=O)[O-])c3)c2c1=O)NCc1ccco1 | 22 | i | 27 | 4 | 1 | 1.3 | -9 | -1 | -9
CC(CCc1ccccc1)NC(=O)CN(C)Cc1ccccc1F (configuration not stated) | 7 | i | -3 | -7 | 0 | -0.1 | 24 | -1 | 1
CC(C)CNC(=O)NC(=O)COC(=O)c1cc(F)cc(F)c1 | -12 | i | 1 | -1 | 2 | -0.6 | -10 | 2 | -2
Cc1ccc(C)c(S(=O)(=O)Nc2ccc(O)c(Sc3ncn[nH]3)c2)c1 | -23 | i | -8 | -1 | -1 | -0.5 | 18 | 1 | 1
COC(=O)[C@@]12CCCCN1[C@H](c1ccc(-c3ccc(OC)cc3)cc1)[C@@H]1C(=O)N(C)C(=O)[C@@H]12 | 50 | i | 6 | -1 | -10 | -0.4 | -3 | 2 | -1
C[C@H](NC(=O)c1[nH]cnc1C(=O)Nc1cccc(Cl)c1)c1ccccc1 | 5 | i | -1 | 9 | -3 | 1.4 | -6 | 1 | -1
O=C(/C=C/c1ccc(F)cc1)NCCC1=CCCCC1 | 18 | i | -2 | 7 | 3 | -0.6 | -7 | -5 | -5
CC1(C(=O)NC(=S)NNC(=O)c2ccncc2)CCCCC1 | -15 | i | 6 | -3 | 6 | 3.1 | 12 | -4 | -2
CCOc1ccc(S(=O)(=O)c2c(C(=O)c3ccccc3)cnc3cc4c(cc23)OCCO4)cc1 | 80* | i | 8 | -2 | -5 | 1.7 | 9 | -1 | -1
CCCCn1c(SCn2nnc3ccccc3c2=O)nc2cc(S(N)(=O)=O)ccc21 | 8 | i | 0 | 0 | 0 | 0.4 | -79 | 2 | -3

Arranged by the number under MsrA inhibitor (highest first): 5 of the compounds above
molecule | MsrA inhibitor
CC1(C(=O)NC(=S)NNC(=O)c2ccncc2)CCCCC1 | 3.1
CCOc1ccc(S(=O)(=O)c2c(C(=O)c3ccccc3)cnc3cc4c(cc23)OCCO4)cc1 | 1.7
C[C@H](NC(=O)c1[nH]cnc1C(=O)Nc1cccc(Cl)c1)c1ccccc1 | 1.4
CC(CCc1ccccc1)NC(=O)CN(C)Cc1ccccc1F (configuration not stated) | -0.1
COC(=O)[C@@]12CCCCN1[C@H](c1ccc(-c3ccc(OC)cc3)cc1)[C@@H]1C(=O)N(C)C(=O)[C@@H]12 | -0.4
